PGC1a acetyl inh: PGC1a acetylation modulation, inhibitor mode. U2OS PGC1a acetylation, AlphaScreen anti-acetyl-lysine; with virally co-expressed GCN5 acetyltransferase. inhibition, % at 15.6 µM. 350,000 compounds, 0.17% hits;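 active means every replicate shows inhibition of at least 40%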;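 further: 0% = neutral control wells and 100% = positive control wells; some results beyond the cut were filed as inactive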
S100A4 inh HTS: inhibitors of human S100A4 binding to myosin IIA peptide; inhibition, % at 10.7 µM; S100A4/TAMRA-MyoIIA peptide fluorescence polarization; 360,000 compounds, 0.14% hits; AID 652163; P26447;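 active means mean inhibition of at least 70% across replicates, with every replicate also reaching that level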
Target sequence (P26447 whole entry, looked up): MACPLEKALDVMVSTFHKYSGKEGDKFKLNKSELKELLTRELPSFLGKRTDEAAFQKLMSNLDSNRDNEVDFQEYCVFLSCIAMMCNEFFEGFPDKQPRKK
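Test system: S100A4 monomer protein; Medium: HEPES pH 7.2 with CaCl2, KCl, NaCl, DTT, Triton; Probe or stimulus: TAMRA-labelled myosin IIA heavy-chain peptide probe, 5 nM; Doses: one dose per compound; Times: polarization read 5 min after assay mix addition, stable 5–60 min; Benchmarks: neutral control DMSO, positive control TFP.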
PglD DTNB: inhibitors of Campylobacter jejuni PglD acetyltransferase | inhibition, % at 12.5 µM | purified PglD enzyme, DTNB colorimetric CoA detection | 360,000 compounds, 0.098% hits | AID 602405; in the data active means inhibition above about 16%, passing the limit was not always enough; further: strong numbers were not always called active
FN deposition inh: fibronectin deposition inhibition. AH1F fibroblasts, Alexa488-fibronectin deposition fluorescence, overnight. inhibition, % at 12.6 µM. 350,000 compounds, 0.086% hits;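 active means mean inhibition across replicates of 30% or more, regardless of how many single replicates reach that level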;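 further: positive control wells lacked labelled fibronectin entirely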
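test system = AH1F fibroblasts assembling fluorescent fibronectin matrix | quantity = 10000 AH1F cells per well | buffer or medium = DMEM plus 2% serum, read in PBS | doses = single dose, pinned | incubation = 1 h cell attachment, overnight exposure to compound and label | detection = fluorescence at 485 nm excitation, 525 nm emission | read-out basis = inhibition from reduced deposited-fibronectin fluorescence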
PAX8 inh HTS: lowers PAX8-driven luciferase in RMG-I cells; RMG-I TPO-luciferase reporter, SteadyGlo, 24 h; inhibition, % at 12.6 µM; 360,000 compounds, 1.2% hits; AID 652154;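 active means mean replicate inhibition at least 60% with every replicate also reaching 60%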;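 further: luciferase light reporting Pax8 driven TPO promoter activity; plate controls were median of neutral control wells for no effect and mitoxantrone controls for full effect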
EWS-Fli inh: EWS/Fli transcriptional activity inhibition | A673 NR0B1-luciferase reporter, viability-normalised | inhibition, % at 12.6 µM | 350,000 compounds, 0.67% hits | AID 651661;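 active means mean inhibition of at least 50% after viability correction, with every replicate also passing that limit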;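 further: firefly luciferase signal divided by Alamar Blue viability fluorescence both relative to DMSO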
LGR2 inh: inhibitors of bursicon-induced Drosophila LGR2 receptor cAMP signaling; HEK293 LGR2, CRE-luciferase, bursicon-stimulated, 4 h; inhibition, % at 9.99 µM; 380,000 compounds, 0.35% hits; AID 720647;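 active means drop in luminescence signal, shown as inhibition above about 50% in the replicate tests, limit read from the data, passing the limit was not always enough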;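 further: agonist challenge used bursicon conditioned medium at about half maximal strength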
ERAP1 inh: ERAP1 (human) enzyme inhibition; recombinant ERAP1, Leu-AMC fluorescence, 60 min; inhibition, % at 10.7 µM; 340,000 compounds, 0.15% hits; AID 652197;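 active means mean replicate inhibition of at least 30%, or all replicates individually reaching that 30% level; inactive means mean below 30% and not every replicate reaching it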;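 further: 0% = neutral control wells and 100% = L-leucinethiol positive control wells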
Target sequence (Q9NZ08 whole entry, looked up): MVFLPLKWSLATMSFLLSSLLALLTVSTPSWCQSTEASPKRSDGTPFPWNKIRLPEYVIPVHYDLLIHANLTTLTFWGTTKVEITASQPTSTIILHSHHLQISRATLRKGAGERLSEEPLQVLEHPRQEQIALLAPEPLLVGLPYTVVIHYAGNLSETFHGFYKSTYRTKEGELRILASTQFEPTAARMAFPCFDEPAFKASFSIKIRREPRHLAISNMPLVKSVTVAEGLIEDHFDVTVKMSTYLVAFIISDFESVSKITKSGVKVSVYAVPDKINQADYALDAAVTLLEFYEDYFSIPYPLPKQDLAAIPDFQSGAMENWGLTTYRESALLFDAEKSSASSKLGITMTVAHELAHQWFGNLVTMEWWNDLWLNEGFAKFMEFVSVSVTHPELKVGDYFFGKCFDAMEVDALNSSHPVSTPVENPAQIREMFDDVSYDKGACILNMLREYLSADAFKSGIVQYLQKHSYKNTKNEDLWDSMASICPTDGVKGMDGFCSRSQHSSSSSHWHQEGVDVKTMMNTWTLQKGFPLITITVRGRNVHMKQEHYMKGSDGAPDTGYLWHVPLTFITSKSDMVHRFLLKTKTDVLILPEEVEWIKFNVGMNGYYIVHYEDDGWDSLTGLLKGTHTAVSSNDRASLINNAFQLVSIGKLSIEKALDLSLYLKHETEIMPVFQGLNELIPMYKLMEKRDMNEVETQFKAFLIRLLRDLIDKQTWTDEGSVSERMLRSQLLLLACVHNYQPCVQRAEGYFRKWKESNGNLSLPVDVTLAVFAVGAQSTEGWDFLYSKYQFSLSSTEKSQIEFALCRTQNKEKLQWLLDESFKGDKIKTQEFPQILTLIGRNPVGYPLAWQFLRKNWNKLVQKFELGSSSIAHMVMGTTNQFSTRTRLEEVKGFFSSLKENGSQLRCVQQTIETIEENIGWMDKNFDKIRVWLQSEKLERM
An asterisk follows results filed as active; . = not tested or not shown; & = joins results of further samples.

smiles	LGR2 inh	EWS-Fli inh	PAX8 inh HTS	FN deposition inh	ERAP1 inh	PglD DTNB	S100A4 inh HTS	PGC1a acetyl inh
Cc1noc(C)c1S(=O)(=O)Nc1ccc2c(c1)C(=O)N([C@@H](C)CO)C[C@H](C)[C@@H](CN(C)CC1CCCCC1)OCCCC[C@H](C)O2	9	7	1	.	2	1	10	.
C[C@H]1CN([C@@H](C)CO)C(=O)c2cc(NC(=O)Nc3ccc(C(F)(F)F)cc3)ccc2O[C@@H]1CN(C)Cc1ccccc1	1	0	10	.	0	-4	-17	5
N#C[C@H]1[C@@H](c2ccc(-c3cccc(F)c3)cc2)[C@H](CO)N1C(=O)NC1CCCC1	21	-4	6	16	-1	-2	-2	-1
Cc1ccccc1-c1ccc2c(c1)O[C@@H](CN(C)C)[C@H](C)CN([C@@H](C)CO)S2(=O)=O	-3	17	.	6	-7	2	4	-9
CCN1/C(=C/c2ccc3cc(C)ccc3[n+]2CC)Sc2cc(C)c(C)cc21	14	73*	88*	-3	33*	.	11	27
O=C(C1CC(c2ccc(F)cc2)=NO1)N1CCN(c2ccccc2)CC1 (stereo unspecified)	-9	-12	6	-6	2	4	8	9
COc1cc(/C=C2\COC/C(=C\c3cc(OC)c(OC)c(OC)c3)C2=O)cc(OC)c1OC	.	74*	106*	-8	4	.	4	.
O=C(Nc1cc(Cl)ccc1O)c1cc(-c2ccco2)on1	-94	-23	-105	5	6	4	-1	-15
COC(=O)[C@H](Cc1ccccc1)N1Cc2ccccc2Oc2cc(Br)ccc2S1(=O)=O	18	5	13	2	-3	.	3	.
CCOC(=O)c1cccc(-c2c(-c3ccccc3)ncc3cc(OC)c(OC)cc23)c1	-55	-89	-32	18	0	5	-5	.
O=C(c1ccc(Cl)cc1)C1CCN(C(=O)c2ccccc2)CC1	13	7	19	4	-1	0	3	.
O=C(Nc1ccc2nsnc2c1)c1ccc2c(c1)OCO2	5	-38	.	.	5	.	37	2
O=c1c2ccccc2ncn1Cc1ccc(Cl)c(Cl)c1	-10	13	14	6	0	-7	34	5
C[C@@H]1CN([C@@H](C)CO)C(=O)CCCn2nncc2CO[C@@H]1CN(C)S(=O)(=O)c1ccc(C#N)cc1	8&1	13&-9	-1	3&1	3&-2	10	0&-18	3&6
COc1ccccc1OCC(O)Cn1c(=N)n(CCN2CCCCC2)c2ccccc21 (stereo unspecified)	7	.	17	4	2	2	2	-5
C[C@@H]1Cn2cnc(C(=O)Nc3ccc(CNC(=O)OC(C)(C)C)cc3)c2C(=O)N1	1	17	-4	3	0	2	7	.
O=C(O)CCCC(=O)Nc1ccc2c(c1)oc1ccccc12	14	8	-8	-2	2	-8	3	24
Cc1nc([N+](=O)[O-])cn1CC(=O)Nc1ccc2c(c1)OCO2	-6	-21	-1	-12	1	.	5	.
Cc1cc(N)n2nc(C(F)(F)F)nc2n1	-1	12	-3	-5	7	-2	-6	9
Cc1cc(N2CCN(C(=O)c3ccoc3)CC2)n2nc(-c3ccccc3)cc2n1	-3	9	-8	-3	-4	3	-3	8
C[C@@H]1CN([C@@H](C)CO)C(=O)c2cc(NS(C)(=O)=O)ccc2O[C@H]1CN(C)S(=O)(=O)c1cccs1	11	1	.	0	-1	-4	-5	3
COc1ccccc1N1CN(CCc2ccccc2)CNC1=S	9	15	-2	0	.	.	8	.
Cc1ccc(N2C(=O)CC(Cc3ccc(Cl)cc3)C2=O)cc1 (stereo unspecified)	0	1	-2	-11	-4	6	0	.
O=C1CCC(C(=O)Nc2ccc([N+](=O)[O-])cc2)N1 (stereo unspecified)	18	-3	-4	-6	-1	2	-11	.
CCN1C2=C(C(=O)CCC2)C(c2ccc(O)cc2)C2=C1CCCC2=O	.	.	9	-6	.	1	.	4
COCC#Cc1cnc2c(c1)C(=O)N([C@H](C)CO)C[C@@H](C)[C@H](CN(C)C(=O)Nc1c(C)noc1C)O2	2	-10	.	5	-5	2	-1	-3
Cc1cc(C)c(OCC(=O)N(Cc2ccccc2)C2CCS(=O)(=O)C2)c(C)c1 (stereo unspecified)	2	7	0	5	-3	0	-1	-14
Cc1ccc(C)c(NC(=O)C(C)N2C(=O)c3ccccc3C2=O)c1 (stereo unspecified)	-8	1	10	-6	2	-3	-3	24
CCCC1(c2ccccc2)NC(=O)N(CC(=O)N2CC(=O)Nc3ccccc32)C1=O (stereo unspecified)	6	-2	2	-1	2	-1	-1	-13
O=C(C[C@H]1CC[C@H](NC(=O)c2cnccn2)[C@@H](CO)O1)NCc1ccccc1F	0	6	6	-2	1	-3	6	.
Cc1cccc(N2C(=O)C3CC3C2=O)c1 (stereo unspecified)	22	7	-8	-4	3	.	1	.
Cc1ccc(S(=O)(=O)N(C)C[C@H]2OCCCC[C@@H](C)Oc3ccc(NS(=O)(=O)c4cn(C)cn4)cc3C(=O)N([C@H](C)CO)C[C@@H]2C)cc1	6	-2	-13	-9	6	1	-2	-4
Cc1ccc(C)c(N2N=C(C(=O)O)CCC2=O)c1	2	-2	-14	-8	0	.	5	1
COc1ccccc1CCNC(=O)Cc1cccs1	7	-6	6	-6	.	4	1	9
CC(Oc1cc2oc(=O)c3c(c2cc1Cl)CCC3)C(=O)NCCN1CCOCC1 (stereo unspecified)	-6	0	-6	-1	2	7	-4	.
N#CCC(=O)Nc1ccc(C(=O)OCC(=O)N(Cc2ccccc2)C2CCS(=O)(=O)C2)cc1 (stereo unspecified)	20	-9	-28	-9	-1	.	14	.
COc1ccc(NS(=O)(=O)c2ccc(N3CCCCC3)c(NC(=O)C(C)NC(N)=O)c2)cc1 (stereo unspecified)	5	11	-21	-1	-1	-6	15	2
COc1ccc(S(=O)(=O)Nc2ccc3c(c2)CC(=O)N([C@@H](C)CO)C[C@H](C)[C@@H](CN(C)Cc2ccc(Oc4ccccc4)cc2)O3)cc1	19	11	8	.	1	0	8	2
O=C(c1ccco1)N1CCN(C(=O)c2cc(-c3ccc(F)cc3)no2)CC1	-13	4	-14	4	2	-3	-2	-4
Cc1ccc(S(=O)(=O)Nc2ccc3c(c2)C(=O)N([C@@H](C)CO)C[C@H](C)[C@@H](CN(C)S(=O)(=O)c2ccc(C)cc2)OCCCC[C@H](C)O3)cc1	18	16	61*	-7	-4	4	-11	15
COc1ccc(C2C(C(=O)Nc3cc(OC)c(OC)c(OC)c3)c3ccccc3C(=O)N2C)cc1OC (stereo unspecified)	-1	1	14	5	-1	4	4	-2
COc1ccc(NC(=O)CN(C)S(=O)(=O)c2ccc3c(c2)c(=O)n(C)c(=O)n3C)cc1	-15	-6	-9	-3	-1	-2	-4	-9
CCOC(=O)c1c[nH]c2nc(C)ccc2c1=O	-3	-16	5	-7	0	.	-1	12
COc1ccc(NC(=O)Nc2ccc3c(c2)C(=O)N([C@@H](C)CO)C[C@@H](C)[C@H](CN(C)C(=O)Nc2ccc4c(c2)OCO4)O3)cc1	4	-6	-17	.	.	-4	.	-9
Cn1c(SCc2cccnc2)nc2c(c1=O)SCC2	15	3	25	11	-1	.	-8	10
O=C(C[C@H]1CC[C@H]2[C@@H](COC[C@@H](O)CN2CCC(F)(F)F)O1)NCC1CC1	-11	-4	4	-2	-2	4	-2	1
Cc1ccc(OCC(=O)Nc2ccc(S(=O)(=O)NC3=NCCCCC3)cc2)cc1	-11	-6	-11	-1	-1	2	-8	29
O=C(NCC(c1ccco1)N1CCN(c2ccccc2)CC1)C(=O)NC1CCCC1 (stereo unspecified)	3	3	12	-5	-2	1	0	3
CCOC(=O)CSc1nn(-c2ccccc2)c(=S)s1	33	9	31	2	-8	.	-5	-17
CN1C(=O)c2cc(NC(=O)Cc3cccs3)ccc2OC[C@H]2O[C@H](CC(=O)NCCCN3CCOCC3)CC[C@@H]21	10	-1	-1	-1	-2	-2	5	7
COc1ccc(S(=O)(=O)Cc2ccc(C(=O)NCC(OC)OC)o2)cc1	-8	-6	-15	2	0	2	-4	.
C[C@H]1CN([C@@H](C)CO)C(=O)c2cccc(NC(=O)c3nc4ccccc4s3)c2O[C@H]1CN(C)S(=O)(=O)c1ccccc1	29	8	29	.	-3	0	-6	10
CC(=O)Oc1ccc(OC(C)=O)c(SCCCCCN2CCOCC2)c1	-17	35	.	.	2	1	3	7
CN(C)CCCNC(=O)C[C@@H]1C=C[C@H](NC(=O)Cc2cccnc2)[C@@H](CO)O1	-8	-7	-16	-3	1	0	-5	10
O=C(CSc1ccccc1)N1CCN(S(=O)(=O)c2ccccc2)CC1	18	-7	.	7	1	3	-4	1
CCc1nc2c(OCc3ccc(OC)cc3)cccn2c1N(C)C(=O)c1ccncc1	4	6	-10	9	-6	-1	-2	6
Cn1c(=O)c2[nH]c(SCCN3CCCCC3)nc2n(C)c1=S	24	-7	.	5	2	0	2	9
Cc1cccc(OCc2nnc(SCCC(=O)O)n2-c2ccccc2)c1	7	-16	-27	0	1	3	2	5
CC1=C(C(=O)OCC2CCCO2)C(c2ccc(Cl)cc2)NC(=O)N1 (stereo unspecified)	4	3	-5	13	3	.	8	.
O=C(C[C@H]1CC[C@H]2[C@@H](COC[C@@H](O)CN2C(=O)C2CCCC2)O1)NCc1ccncc1	-1	0	-13	-7	-1	11	-2	5

Next structures
smiles	LGR2 inh	EWS-Fli inh	PAX8 inh HTS	FN deposition inh	ERAP1 inh	PglD DTNB	S100A4 inh HTS	PGC1a acetyl inh
O=C(NN=C1CCC(=NNC(=O)c2ccccn2)CC1)c1ccccn1	-14	-8	-3	-5	2	.	7	7
COC(=O)/C(=C\c1cccnc1)NC(=O)c1ccc(OCc2ccccc2)cc1	-10	0	16	4	2	-6	-1	3
CCOC(=O)c1cc(-c2ccc3c(c2)OCCO3)n[nH]1	-18	-8	-176	-13	-3	.	-4	.
CC(=O)N(C)C[C@@H]1Oc2cc(C#CC(C)(C)O)ccc2S(=O)(=O)N([C@@H](C)CO)C[C@H]1C	3	-1	.	-1	0	1	-8	1
CCOC(=O)N1CCN(C(=O)c2ccc(CS(=O)Cc3ccccc3Cl)o2)CC1 (stereo unspecified)	-9	-1	15	3	-3	-1	1	10
CCN1C(=O)[C@H]2[C@@H](c3ccc(C)cc3)N3C(=O)N(c4ccc(C)cc4)C(=O)[C@@]3(CC)[C@H]2C1=O	12	-23	-12	3	.	-1	1	1
COc1ccc(/C=N/Nc2cc(N3CCOCC3)nc(C)n2)c(OC)c1	-11	2	9	4	0	-5	5	0
Cc1ccc(Cl)cc1N1CCN(S(=O)(=O)c2ccc3c(c2)NC(=O)C(C)C(=O)N3)CC1 (stereo unspecified)	21	18	21	-2	0	2	-5	2

Entries of single compounds, looked up by structure. Screens in order: LGR2 inh, EWS-Fli inh, PAX8 inh HTS, FN deposition inh, ERAP1 inh, PglD DTNB, S100A4 inh HTS, PGC1a acetyl inh
C[C@H]1CN([C@@H](C)CO)C(=O)c2cc(NC(=O)Nc3ccc(C(F)(F)F)cc3)ccc2O[C@@H]1CN(C)Cc1ccccc1 across the screens: 1, 0, 10, ., 0, -4, -17, 5
C[C@@H]1CN([C@@H](C)CO)C(=O)c2cc(NS(C)(=O)=O)ccc2O[C@H]1CN(C)S(=O)(=O)c1cccs1 across the screens: 11, 1, ., 0, -1, -4, -5, 3
O=C(C[C@H]1CC[C@H]2[C@@H](COC[C@@H](O)CN2CCC(F)(F)F)O1)NCC1CC1 across the screens: -11, -4, 4, -2, -2, 4, -2, 1

Compound activity as filed in PubChem.
